Source: PubChem
Yfh1-depleted yeast – enhancers of respiration in Yfh1-depleted yeast, dose response, Friedreich's ataxia, plus single-dose screen (AID 1465). fold induction at 50 µM; hits with a dose series show EC50 in µM. actives 0.074% (n = 220,000). S. cerevisiae Yfh1-off respiration, WST-1 reduction, 72 h; higher fold induction means a stronger effect;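 active = fold induction of absorbance versus untreated yeast above a set limit, then at least 30% activation at any dose in follow-up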;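 note: activators that raise dye reduction in frataxin-depleted yeast; strong numbers were not always called active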
Autophagy HCS – alters autophagy in cells; MEF GFP-LC3 puncta imaging; test concentration mostly 10 µM; calls only at 10 µM (by protocol); actives 0.98% (n = 190,000);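 active = percentage of spot-positive cells more than 3 SD above its plate mean, without a fluorescence outlier flag or 80% toxicity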;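 note: spot-positive cell cutoff set from DMSO-treated cells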
P. falciparum M1AAP – malaria alanyl aminopeptidase activity blockers – biochemical, fluorogenic H-Leu-NHMec substrate, 1536-well (AID 1445); recombinant M1AAP, H-Leu-NHMec fluorogenic kinetic assay; higher % means a stronger effect; inhibition, % at 30 µM, or IC50 in µM where a hit was titrated; actives 0.42% (n = 220,000);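 active = primary inhibition above the hit cutoff, then over 50% inhibition at one or more dose response concentrations, cut at about 23% in these data, passing the limit was not always enough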;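 note: plate controls were DMSO full reaction for no effect and no enzyme background for full effect; strong numbers were not always called active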
Dynein cargo inh – dynein cargo transport inhibition; 3617.4 mouse cells, GR-EGFP nuclear translocation imaging; test concentration mostly 20 µM; stimulated with dexamethasone, 1 µM; active compounds read low; z-score, hits read low; actives 0.47% (n = 220,000); AID 1381;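 active = plate z-score of nuclear minus cytoplasmic receptor signal below a set negative limit, without overly bright fluorescence or cell loss, cut at about -3.5 in these data, passing the limit was not always enough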;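 note: z-score of nuclear minus cytoplasmic ring GR-EGFP intensity difference per well; some compounds called inactive have numbers as strong as hits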
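Buffer or medium: tet-free, stripped-serum medium; reagent: dexamethasone at 1.0 µM final, 30 min; incubation: 48 h induction, 1 h compound, 30 min dex at 37 °C; measured by: formaldehyde fixation, Hoechst nuclear stain, 10x automated fluorescence imaging; read-out: nuclear-to-cytoplasmic GR-EGFP distribution per well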
MT stabilizer – stabilizes microtubules in HeLa cells; HeLa tubulin immunostaining HCS, 24 h; share of cells brighter than vehicle mean+2SD; % tubulin-high responders, % at 10 µM; actives 0.83% (n = 200,000); AID 2205;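 active = plate Z-score above 3 for both tubulin-high and condensed-nucleus cell shares, with cell loss under 80%, at 10 µM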;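 note: anti alpha tubulin signal scored within the nucleus-defined area of each cell; some results filed as inactive read as strong as hits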
T cell modulator – modulates CD8 T cell binding to vesicles. AID 2052. calls only at 7 µM. actives 0.068% (n = 330,000). 2C CD8+ T cell-vesicle binding, flow cytometry; active compounds read low;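 active = response, share of CD8 T cells binding vesicles, and their 90th percentile fluorescence all below set limits, cut at about 80% in these data, passing the limit was not always enough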
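Also added: QL9-peptide-loaded Drosophila micro-vesicles bearing Ld, ICAM-1 and B7-1; Test system: purified 2C TCR transgenic mouse naive CD8+ T cells; Measured by: cytometric PE anti-B7-1 and Alexa647 anti-CD8 signals after 1% paraformaldehyde fixation; Timing: binding step 1.5 h, 37 °C, antibody labelling 20 min, ice.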
M17LAP inhibition – P. falciparum M17LAP inhibitors, primary screen, biochemical, fluorogenic H-Leu-NHMec substrate, 1536-well (AID 1619) | inhibition, % at 30 µM, or IC50 in µM where a hit was titrated | actives 0.38% (n = 220,000) | recombinant M17LAP, H-Leu-NHMec fluorogenic kinetic assay; higher % means a stronger effect;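 active = compound inhibiting the enzyme by more than half at any dose during confirmatory dose-response retesting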;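 note: plate controls were full reaction with DMSO carrier for no effect and no enzyme background for full effect; strong numbers were not always called active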
WT yeast gro inh – growth inhibition of WT yeast, mitochondrial fusion screen | mitochondrial fusion phenotypic screen, WT strain | inhibition, % at 10 µM | actives 2.1% (n = 190,000) | AID 1362; in the data active = inhibition above about 58%; tested in S. cerevisiae
b-catenin transl – alters nuclear translocation of beta-catenin in HeLa cells. nuclear translocation activity, % at 5 µM. immunofluorescence imaging. actives 0.3% (n = 190,000);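 active = nuclear translocation activity above 50% at 5 µM, with a well cell count of 50 or more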;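 note: per-cell ratio of nuclear to cytoplasmic median beta-catenin stain intensity; plate controls were DMSO negative control for no effect and GSK-3 inhibitor IX positive control for full effect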
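Test system: HeLa cells, endogenous beta-catenin; Compound: single 5 µM dose plus 0.02–20 µM confirmation series; Times: compound exposure 24 h at 37°C; Signal: fluorescence imaging of beta-catenin antibody stain plus DAPI; Read-out: % activation, nuclear-to-cytoplasmic median beta-catenin signal ratio per cell.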
WT yeast gro inh mutant strain – second read-out of WT yeast gro inh, no call of its own (marks repeat the call); inhibition, %; mitochondrial fusion phenotypic screen, mutant strain inhibition
Dynein cargo inh cytoplasmic EGFP – second read-out of Dynein cargo inh, no call of its own (marks repeat the call); z-score; measured here: cytoplasmic GR-EGFP intensity; active compounds read high
Dynein cargo inh nuclear GR-EGFP – further read-out of Dynein cargo inh, marked with its call; z-score; measured here: nuclear GR-EGFP intensity;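 lower value marks the stronger effect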
Dynein cargo inh cell count – recorded beside Dynein cargo inh, whose call it bears; z-score; measured here: cell count per field
b-catenin transl cell count 5 µM – recorded beside b-catenin transl, whose call it bears; cell count; measured here: cell count, cytotoxicity flag
T cell modulator vesicle-bound % – further read-out of T cell modulator, marked with its call; double positive events, %; measured here: CD8+ vesicle-bound cell fraction;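 binding gate set so that unloaded-vesicle control wells show 10% double positive cells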
MT stabilizer Hoechst-high % – second read-out of MT stabilizer, no call of its own (marks repeat the call); % Hoechst-high responders; measured here: nuclear condensation Hoechst responders;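 share of cells brighter than vehicle mean plus two SD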
MT stabilizer cytotoxicity % – also measured in MT stabilizer; calls as there; toxicity, %; measured here: cytotoxicity by cell density;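 0% = mean cell density of plate MIN control wells and 100% = no cells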
Autophagy HCS cell loss 18 h – recorded beside Autophagy HCS, whose call it bears; toxicity, %; measured here: cell loss, nuclei count;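 cell loss after 18 h compound exposure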
An asterisk follows results filed as active; i = inactive; . = no result given.

SMILES | Yfh1-depleted yeast | Autophagy HCS | Autophagy HCS cell loss 18 h | P. falciparum M1AAP | Dynein cargo inh | Dynein cargo inh cytoplasmic EGFP | Dynein cargo inh nuclear GR-EGFP | Dynein cargo inh cell count | MT stabilizer | MT stabilizer Hoechst-high % | MT stabilizer cytotoxicity % | T cell modulator | T cell modulator vesicle-bound % | M17LAP inhibition | WT yeast gro inh | WT yeast gro inh mutant strain | b-catenin transl | b-catenin transl cell count 5 µM
O=[N+]([O-])c1cc(Cc2ccccc2)cc(C=Nc2ccc(N3CCOCC3)cc2)c1O | i | i | 26.5 | 7.0% | 0.0303 | -0.236 | 0.162 | -0.181 | 1.9 | 1.7 | 9.1 | i | 37.8 | 20.8% | 13.5 | 10.3 | -2.3 | 488
CCN(Cc1nc2ccccc2c(=O)[nH]1)Cc1nc2ccsc2c(=O)[nH]1 | i | i | -15.4 | -20.8% | 1.53 | -0.249 | 1.35 | -1.64 | 2.4 | 2.4 | 5.9 | i | 20.7 | 16.0% | -8.4 | 3.4 | -5.7 | 1083
Cc1ccc2oc(=O)c3cnn(CC(=O)N(CCC(C)C)Cc4ccco4)c3c2c1 | i | i | 1.8 | -3.0% | -0.424 | 0.0136 | 0.00229 | 0.338 | 5.5 | 3.3 | 8.5 | i | 50.8 | -6.2% | 3.4 | -10.3 | -6.5 | 1139
CCOc1ccc(C(CC(=O)O)NC(=O)C23CC4CC(CC(C4)C2)C3)cc1 (stereo unspecified) | i | i | 18.2 | -2.2% | 1.13 | -0.177 | 1.48 | -0.595 | 3.5 | 1.9 | 15.8 | i | 31.0 | 11.0% | 5.3 | 16.6 | -2.5 | 1110
Cc1cccc(OCC(=O)Nc2nc3ccc([N+](=O)[O-])cc3s2)c1 | i | i | 18.8 | -13.4% | 0.206 | -0.207 | 0.417 | 1 | 2.5 | 1.0 | 3.9 | i | 38.3 | -5.8% | 25.3 | 23.3 | 0.9 | 1433
Cc1cccc(-n2ncc3c(NC4CCCCC4)ncnc32)c1 | i | i | -8.8 | 6.3% | -0.477 | -0.215 | 0.0221 | 0.896 | 6.1 | 2.3 | 7.4 | i | 16.3 | -0.7% | 3.4 | 10.7 | 2.6 | 1162
Nn1c(SCc2ccc(Br)cc2)nnc1-c1cccnc1 | i | . | . | 1.2% | -0.359 | -0.0481 | -0.191 | 0.721 | . | . | . | i | 40.0 | -1.1% | . | . | 0.3 | 1320
C/C=C/C=N/NC(=O)CN(c1ccc(Br)cc1)S(=O)(=O)c1ccccc1 | i | i | 20.8 | 0.7% | -0.564 | -0.227 | -0.167 | 0.647 | 2.4 | 1.5 | 3.8 | i | 53.1 | -14.5% | 6.4 | 10.8 | -2.9 | 527
CCCN(CCC)S(=O)(=O)c1ccc(NC(=O)Cc2cccs2)cc1 | i | i | -1.7 | 0.4% | 1.69 | -0.0875 | 0.67 | -0.98 | 1.9 | 1.3 | 7.0 | i | 25.6 | 6.9% | 0.7 | -3.5 | 1.2 | 1056
O=C(CN1CCOCC1)N1N=C(c2cccs2)CC1c1cccs1 (stereo unspecified) | i | i | 13.2 | -1.3% | -0.829 | -0.166 | -0.482 | -0.117 | 3.2 | 2.0 | 5.8 | i | 42.7 | 10.7% | 3.4 | -6.1 | 0.2 | 1553
Cc1c(C(=O)O)sc(S(=O)(=O)N2CCNCC2)c1C(=O)O | i | . | . | -2.9% | 1.24 | -0.275 | 0.481 | -0.14 | . | . | . | . | . | -1.1% | . | . | -1.2 | 1106
Cc1sc2ncnc(OCC(=O)NCc3cccs3)c2c1C | i | i | 2.7 | 6.4% | 0.222 | -0.186 | 0.143 | 0.919 | 4.8 | 3.6 | 5.5 | i | 44.1 | -4.8% | -14.4 | -1.4 | -1.7 | 1197
O=C(NCc1cccnc1)c1cc2nc(-c3ccc4c(c3)OCO4)cc(C(F)(F)F)n2n1 | i | i | -5.2 | 0.1% | 0.679 | -0.251 | 0.924 | -0.278 | 3.1 | 1.0 | 5.4 | i | 54.0 | 4.2% | -8.0 | -12.7 | -0.6 | 980
COc1ccccc1-n1nc(C)cc1N | i | i | -12.3 | 2.1% | -0.75 | -0.256 | -0.459 | 1.2 | 3.4 | 3.1 | 9.6 | i | 31.8 | -11.6% | 1.8 | -14.6 | -0.1 | 1077
FC(F)(F)c1ccncc1-c1nnc(C2CCCCC2)o1 | i | . | . | 2.2% | -0.0296 | -0.294 | -0.237 | 0.64 | . | . | . | i | 36.1 | 11.1% | . | . | -1.2 | 1351
CN(C)S(=O)(=O)c1ccc(N2CCOCC2)c(C(=O)O)c1 | i | i | -9.0 | 13.2% | -0.351 | -0.172 | 0.0912 | 0.848 | 2.6 | 1.4 | 3.9 | i | 32.4 | 7.7% | 0.1 | 17.6 | -2.6 | 1172
COC(=O)c1ccc(NC(=O)CSCc2ccccc2C)cc1 | i | i | -8.1 | 2.1% | -0.431 | -0.247 | -0.159 | 1.19 | 2.5 | 0.8 | 4.3 | i | 27.0 | -6.0% | 19.6 | 25.2 | . | .
C[C@H](NC(=O)c1nc[nH]c1C(=O)NCC(=O)OC(C)(C)C)C(=O)OC(C)(C)C | i | . | . | 4.0% | -0.456 | -0.716 | -0.176 | 0.458 | . | . | . | i | 44.0 | -14.6% | . | . | -1.5 | 1161
Cn1cnnc1SCc1ccc(-c2ccc(Br)cc2)o1 | i | i | 6.9 | 1.4% | -0.541 | -0.105 | -0.0049 | -0.966 | 4.5 | 3.0 | 8.7 | i | 48.3 | 4.6% | 7.1 | -9.4 | 4.0 | 661
CCCS(=O)(=O)N1CCC(C(=O)N2CCOCC2)CC1 | i | i | 8.4 | -0.9% | 1.82 | -0.243 | 1.18 | -1.45 | 2.7 | 1.7 | 13.8 | i | 48.3 | 8.7% | 8.6 | -9.6 | -0.3 | 1420
COc1ccc(/C(O)=C2/C(=O)C(=O)N(CCCN(C)C)C2c2ccccc2)cc1OC (stereo unspecified) | i | i | 0.1 | 4.2% | -1.49 | -0.221 | -0.43 | 0.977 | 3.7 | 1.5 | 2.8 | . | . | 13.6% | -8.0 | 8.6 | 0.7 | 526
CCC(=O)Nc1ccc(NC(=O)CSc2nnc(C(C)C)n2C)cc1 | i | i | -4.4 | 0.8% | 1.48 | -0.257 | 0.618 | -0.671 | 3.0 | 3.1 | 8.2 | i | 54.1 | 3.4% | 7.0 | 15.6 | -6.8 | 1014
C=CCn1c(-c2c[nH]c3ccccc23)n[nH]c1=S | i | i | 7.7 | 4.5% | 1.56 | -0.209 | 0.54 | -0.794 | 2.8 | 1.8 | 8.5 | i | 16.0 | 4.8% | 2.2 | 5.0 | 4.8 | 880
O=C(COc1ccc(Cl)cc1Br)NC(=O)NCc1ccccc1 | i | i | 27.8 | -4.9% | 0.0024 | -0.115 | 0.187 | -0.0641 | 4.5 | 2.8 | 1.3 | i | 59.6 | -2.3% | 3.4 | -12.1 | 2.4 | 1227

Taken from above:
Entry of CCN(Cc1nc2ccccc2c(=O)[nH]1)Cc1nc2ccsc2c(=O)[nH]1 under Dynein cargo inh nuclear GR-EGFP: 1.35
Entry of Cc1cccc(OCC(=O)Nc2nc3ccc([N+](=O)[O-])cc3s2)c1 under MT stabilizer: 2.5

Following part
SMILES | Yfh1-depleted yeast | Autophagy HCS | Autophagy HCS cell loss 18 h | P. falciparum M1AAP | Dynein cargo inh | Dynein cargo inh cytoplasmic EGFP | Dynein cargo inh nuclear GR-EGFP | Dynein cargo inh cell count | MT stabilizer | MT stabilizer Hoechst-high % | MT stabilizer cytotoxicity % | T cell modulator | T cell modulator vesicle-bound % | M17LAP inhibition | WT yeast gro inh | WT yeast gro inh mutant strain | b-catenin transl | b-catenin transl cell count 5 µM
O=C(c1cc2cccc([N+](=O)[O-])c2oc1=O)N1CCOCC1 | i | . | . | 5.4% | -0.294 | -0.185 | 0.218 | 0.326 | . | . | . | i | 30.2 | 14.7% | . | . | -0.6 | 1381
O=C(Cc1ccc(F)cc1)Nc1c2c(nn1-c1cccc(Cl)c1)CS(=O)C2 (stereo unspecified) | i | i | -10.1 | 3.4% | 0.189 | -0.256 | 0.156 | -0.751 | 2.3 | 1.4 | 7.2 | i | 40.2 | -10.7% | -8.4 | 4.9 | -7.3 | 816
CC(C)n1cnnc1SCC(=O)Nc1cccc(S(=O)(=O)N(C)c2ccccc2)c1 | i | . | . | 8.8% | -0.502 | -0.605 | -0.0729 | -0.274 | . | . | . | i | 25.8 | 7.0% | . | . | -1.5 | 1268
CCOc1ccc(-n2c(CCc3ccccc3)n[nH]c2=S)cc1 | i | i | -0.9 | 6.2% | -0.932 | -0.227 | -0.387 | 0.853 | 4.0 | 1.2 | 11.4 | i | 31.8 | 4.1% | 19.3 | 8.0 | 0.7 | 933

Compounds as they come. Share with any hit: about 4.4%.
